H37Rv inhibition: M. tuberculosis growth inhibition, HTS (AID 449762). M. tuberculosis H37Rv growth inhibition, 7H9 media; higher % means a stronger effect. one-dose inhibition, % at 25 µM; IC50 in µM for titrated hits. 330,000 tested, 0.59% active; in the data active = a potency from the dose series; inconclusive = inhibition above about 70% without an active follow-up result;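 note: bacterial growth assessed after seven days of incubation; strong numbers were not always called active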
influenza NS1A: H1N1 influenza NS1A inhibitors, functional cell based assay (AID 504329); NS1A functional cell-based assay, percent inhibition; higher % means a stronger effect; inhibition, % at 12.5 µM, or IC50 in µM where a hit was titrated; 340,000 tested, 0.3% active; in the data active = a potency from the dose series; inconclusive = inhibition above about 27% without an active follow-up result; note: strong numbers were not always called active
tuberculosis growth: growth inhibition of non-replicating M. tuberculosis (AID 488890); Mycobacterium tuberculosis non-replicating, growth inhibition; higher % means a stronger effect; 320,000 tested, 0.39% active; inhibition, % at 25 µM; hits with a dose series show IC50 in µM; in the data active = a potency from the dose series; inconclusive = inhibition mostly from about 82% at the one dose, without a potency; inactive = the rest, 99 in 100 with inhibition below about 76%;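 note: plate controls were DMSO cells for no effect and high antibiotic wells for full effect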
VEEV TC-83 Vero: inhibitors of VEEV TC-83 cytopathic effect, confirmation, Vero cells (AID 588727); Vero cells, VEEV TC-83 cytopathic effect inhibition; higher % means a stronger effect; inhibition, % at 20 µM; hits with a dose series show IC50 in µM; 350,000 tested, 0.13% active; in the data active = a potency from the dose series; inconclusive = inhibition mostly from about 14% at the one dose, without a potency; inactive = the rest, 99 in 100 with inhibition below about 12%; note: strong numbers were not always called active
Salmonella PhoP GFP: PhoP regulon inhibitors, Salmonella typhi PhoP promoter GFP reporter, confirmatory (AID 1850) | one-dose inhibition, % at 50 µM; IC50 in µM for titrated hits | Salmonella Typhi PhoP-promoter GFP reporter, fluorescence, 4 h; higher % means a stronger effect | 310,000 tested, 0.33% active; in the data active = a potency from the dose series; inconclusive = inhibition mostly from about 25% at the one dose, without a potency; inactive = the rest, 99 in 100 with inhibition below about 19%;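 note: 0% = induced wells with vehicle and 100% = uninduced wells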
VEEV TC-83 Vero 10K pilot screen: second read-out of VEEV TC-83 Vero, no call of its own (marks repeat the call); inhibition, %; measured here: 10K pilot screen inhibition
* = called active by the depositor; i = inactive; ? = inconclusive; . = no result given. Hits appear at their usual frequency; about 1.5% have a hit in one of these screens.

SMILES	H37Rv inhibition	influenza NS1A	tuberculosis growth	VEEV TC-83 Vero	Salmonella PhoP GFP	others
O=C(Nc1ccccc1)C1=C[C@H](c2csc3ccccc23)C[C@H](OCc2ccc(CO)cc2)O1	?	-2%	28%	8.4%	-9%
Cc1nc2nc3c(cn2n1)C(=O)CC(c1ccccc1)C3 (stereo not drawn)	.	10%	.	i	.
CN1C(=O)C(=O)/C(=C(/O)c2ccc(Br)cc2)C1c1cccc([N+](=O)[O-])c1 (stereo not drawn)	2%	-2%	21%	i	3%
O=[N+]([O-])c1cccc(C2=NCCS2)c1	-1%	-4%	7%	2.4%	-8%
CSc1ccccc1OCc1cc(C(=O)NCCN2CCCc3ccccc32)no1	0%	13%	36%	3.1%	3%
CCOC1(OCC)C(c2ccc(Cl)cc2)C(C#N)(C#N)C1(OCC)OCC (stereo not drawn)	4%	10%	31%	6.2%	-11%
CC(C)CCNC(=O)c1cc(C(=O)c2cc(Br)ccc2O)cn(CCC(C)C)c1=O	0%	-4%	18%	0.3%	4%
CC(=O)Nc1ccc(Oc2cnccn2)cc1	2%	-18%	4%	0.2%	-4%
CC(=O)c1sc(-c2ccccc2)cc1NS(=O)(=O)c1ccccc1	2%	.	-4%	0.5%	-3%
CCOc1ccccc1N1C(=O)CC(N(O)c2ccccc2)C1=O (stereo not drawn)	-3%	8%	.	1.8%	-3%
Cc1ccc(CN2CCN(C3CCCC3)C(CCO)C2)s1 (stereo not drawn)	-6%	-20%	4%	i	-2%
Nc1c2c(=O)oc(-c3ccccc3)cc2nn1-c1ccccc1	48%	4%	38%	i	-2%
CC(=O)N(C)c1ccc(NC(=O)Nc2ccc(C)c(C)c2)cc1	10%	-1%	37%	8.8%	-5%	VEEV TC-83 Vero 10K pilot screen=9.7
COc1cccc(OC)c1C1=CC(=O)C[C@H](c2ccc3c(c2)OCO3)C1	-4%	-3%	-10%	3.6%	.
Cc1ccc(C(=O)C(C)OC(=O)C2CCN(c3ccc(C(F)(F)F)cn3)CC2)cc1C (stereo not drawn)	0%	-12%	26%	2.5%	-2%
O=C(Nc1nnc(CCN2CCCCC2)s1)c1ccc(Cl)cc1Cl	10%	-1%	-4%	1.0%	5%
C=CC[C@H](CC(=O)N(CCO)Cc1ccccc1)C(=O)N[C@H](C)COC(=O)[C@@H](CC=C)Cc1ccc(F)cc1	-1%	-1%	42%	0.8%	.
Cc1ccc(C2C=NN(c3ccccc3)C2=O)cc1 (stereo not drawn)	0%	6%	3%	0.9%	2%
O=C(NC1CCCc2ccccc21)c1n[nH]c(=O)c2ccccc12 (stereo not drawn)	9%	5%	36%	2.0%	-1%
Cc1ccc(CNC2=NCCCCC2)n1C	0%	-1%	4%	6.7%	-5%
O=C(Nc1ccccc1)N1CCC(c2nc(-c3ccc(S(=O)(=O)N4CCOCC4)cc3)no2)CC1	0%	5%	8%	3.7%	11%
CC(/C=C/c1ccc(O)cc1)=N/O	-6%	-7%	13%	1.6%	4%
CCOC(=O)c1ccc2c(c1)nc(COc1ccc(OC)cc1)n2CC	19%	22%	26%	i	4%
Cc1ccc(Cn2ccc(NC(=O)CCSc3nc(-c4ccco4)cc(C(F)(F)F)n3)n2)cc1	1%	-19%	12%	2.7%	-7%
CC(=O)N/C(=C/c1ccc2c(c1)OCO2)C(=O)NCC(=O)O	-14%	14%	-7%	i	-5%
CCOCC(=O)N(CC)Cc1ccccc1	0%	-5%	-10%	0.5%	-4%
COCc1cc(C)nc(Oc2ccccc2)c1C#N	-2%	0%	17%	0.7%	1%
CCN(CC1CCCO1)C(=O)c1cc(COc2ccc(F)cc2F)on1 (stereo not drawn)	27%	3%	20%	1.8%	-1%
CC(=Nc1ccccc1)C1=C(O)CCCC1=O	-8%	2%	-4%	0.6%	-2%
O=C(COC(=O)c1ccc(Br)o1)NCc1ccc2c(c1)OCO2	6%	-8%	66%	i	.
O=S(=O)(c1cccc2cccc(Cl)c12)N1CCCC1	-4%	-9%	3%	3.6%	-7%
CC(=O)Cc1nsc(NC(=O)c2ccc(COc3ccc(C)cc3)o2)n1	-3%	2%	-9%	0.9%	-2%
COc1ccccc1C(C)NCC(=O)Nc1ccccc1C(F)(F)F (stereo not drawn)	4%	-12%	3%	5.6%	-1%
COc1ccccc1CN1Cc2cccc3c2[C@@H](CC1=O)[C@H](O)[C@H](O)C3	-3%	-2%	-8%	0.5%	.
CC1CCCN(CCCNC(=O)C2CC(=O)N(CCc3ccccc3)C2)C1 (stereo not drawn)	-1%	2%	-5%	i	3%
C=CCNC(=O)C(C)Sc1ccc(Cl)cc1 (stereo not drawn)	-2%	6%	65%	i	-2%
CN(C)C(=O)CSc1nc2ccccc2c(=O)[nH]1	0%	-2%	-20%	0.5%	19%
O=C(Nc1cccnc1)C1(F)C(F)(F)C(F)(F)C(F)(F)C(F)(F)C1(F)F	6%	-47%	8%	1.6%	4%
CCn1c(C)nc2cc(C(=O)N/N=C/c3cccc(OC)c3O)ccc21	66%	6%	3%	8.5%	3%
Cc1cc(C(=O)NC2CCCc3c2cnn3-c2cccc(C)c2C)n(C)n1 (stereo not drawn)	-4%	2%	7%	i	-11%

Quoted at random: 4 compounds from above.
SMILES	H37Rv inhibition	influenza NS1A	tuberculosis growth	VEEV TC-83 Vero	Salmonella PhoP GFP	others
CC(C)CCNC(=O)c1cc(C(=O)c2cc(Br)ccc2O)cn(CCC(C)C)c1=O	0%	-4%	18%	0.3%	4%
Cc1nc2nc3c(cn2n1)C(=O)CC(c1ccccc1)C3 (stereo not drawn)	.	10%	.	i	.
CCOc1ccccc1N1C(=O)CC(N(O)c2ccccc2)C1=O (stereo not drawn)	-3%	8%	.	1.8%	-3%
Cc1ccc(CN2CCN(C3CCCC3)C(CCO)C2)s1 (stereo not drawn)	-6%	-20%	4%	i	-2%

Returning to the listing, repeating the four entries before the break.
SMILES	H37Rv inhibition	influenza NS1A	tuberculosis growth	VEEV TC-83 Vero	Salmonella PhoP GFP	others
CN(C)C(=O)CSc1nc2ccccc2c(=O)[nH]1	0%	-2%	-20%	0.5%	19%
O=C(Nc1cccnc1)C1(F)C(F)(F)C(F)(F)C(F)(F)C(F)(F)C1(F)F	6%	-47%	8%	1.6%	4%
CCn1c(C)nc2cc(C(=O)N/N=C/c3cccc(OC)c3O)ccc21	66%	6%	3%	8.5%	3%
Cc1cc(C(=O)NC2CCCc3c2cnn3-c2cccc(C)c2C)n(C)n1 (stereo not drawn)	-4%	2%	7%	i	-11%
Cc1ccccc1CN1CCN(C(=O)c2cccc(F)c2)CC1	-2%	-4%	0%	2.6%	11%
O=S(=O)(N/N=C1/CC(c2ccccc2)Oc2ccccc21)c1ccccc1 (stereo not drawn)	.	-13%	.	0.1%	.
CCN1/C(=C/c2ccc3cccc(C)c3[n+]2CC)Sc2ccccc21	?	>100µM*	?	i	-47%
COc1cccc(/C=C2/CN(C)CC3=C2OC(N)=C(C#N)C3c2cccc(OC)c2)c1 (stereo not drawn)	34%	5%	69%	6.6%	4%
Cc1cc(-n2ccc(=O)[nH]c2=O)nc(-c2ccccc2)n1	2%	-9%	1%	0.6%	-10%
O=C(CN1C(=O)S/C(=C\c2cccc(Cl)c2)C1=O)NCCCn1ccnc1	6%	-9%	-11%	1.4%	-5%
CCCOC(=O)c1c(NC(=O)CSc2nc(-c3ccco3)cc(C(F)(F)F)n2)sc(C(=O)OC)c1C	-2%	-2%	-1%	0.8%	-10%
COc1ccc(-c2cc(=O)c3ccccc3[nH]2)cc1	-1%	-4%	6%	0.6%	-13%
CN(C(=O)c1ccc(N2CCCCC2)c([N+](=O)[O-])c1)C1CCS(=O)(=O)C1 (stereo not drawn)	-2%	-3%	-9%	2.1%	.
Cc1ccc(-c2csc(=S)[nH]2)cc1	?	-3%	75%	2.7%	2%
CC(C)(C)NC(=O)Cc1ccc(Cl)c(Cl)c1	3%	-7%	8%	1.5%	-3%
Cc1cccc(CN2CCC(C(N)=O)CC2)c1	-4%	-3%	2%	0.8%	-15%
COc1ccc(S(=O)(=O)Nc2cccc3c2O[C@H](CN(C)Cc2ccccc2)[C@@H](C)CN([C@H](C)CO)C3=O)cc1	-2%	20%	13%	i	.
O=c1c(-c2ccccc2)coc2c(CN3CCCC3)c(O)ccc12	-3%	-4%	2%	i	5%
COc1ccc(CNC(C)C2COc3ccccc3O2)c(OC)c1 (stereo not drawn)	1%	-2%	23%	8.2%	13%
CC(Cc1ccccc1)N(C)CC1C(=O)C2CCC1C2 (stereo not drawn)	.	7%	.	1.1%	.
CCCc1c(-c2ccc(O)cc2)nn(-c2ccc(O)cc2)c1-c1ccc(O)cc1	22%	3%	22%	9.5%	-10%
Cc1cc(C)n(CC(=O)N2CCCC(C(=O)c3cccc(OC(C)C)c3)C2)n1 (stereo not drawn)	0%	-6%	19%	0.5%	-3%
COc1ccc(N2CC(C(=O)N[C@@H](C)C(=O)NC3CCCCC3)CC2=O)cc1 (stereo partly drawn)	-4%	7%	-22%	i	5%
Cc1ccc(-n2c(N)c(C#N)c(-c3ccccc3)c(C#N)c2=O)cc1	-5%	2%	-10%	0.4%	3%

An excerpt taken from the entries so far:
SMILES	H37Rv inhibition	influenza NS1A	tuberculosis growth	VEEV TC-83 Vero	Salmonella PhoP GFP	others
CCCc1c(-c2ccc(O)cc2)nn(-c2ccc(O)cc2)c1-c1ccc(O)cc1	22%	3%	22%	9.5%	-10%
Cc1cc(C)n(CC(=O)N2CCCC(C(=O)c3cccc(OC(C)C)c3)C2)n1 (stereo not drawn)	0%	-6%	19%	0.5%	-3%
COc1ccc(N2CC(C(=O)N[C@@H](C)C(=O)NC3CCCCC3)CC2=O)cc1 (stereo partly drawn)	-4%	7%	-22%	i	5%
Cc1ccc(-n2c(N)c(C#N)c(-c3ccccc3)c(C#N)c2=O)cc1	-5%	2%	-10%	0.4%	3%

Next structures.
SMILES	H37Rv inhibition	influenza NS1A	tuberculosis growth	VEEV TC-83 Vero	Salmonella PhoP GFP	others
O=C(COc1ncnc2ccc(Br)cc12)N1CCOCC1	0%	-2%	-4%	0.9%	-4%
COc1ccccc1NC(=O)CSc1nc2ccccc2n1C(C)=O	5%	25%	48%	3.5%	-2%
CN1CCN(C(=O)c2ccc(CSc3ccc(Cl)cc3)cc2)CC1	2%	7%	75%	1.6%	-1%
O=C(CCc1ccccc1)Nc1ccccc1	4%	9%	68%	i	2%
Cc1cc(Cn2nnnc2-c2ccncc2)cc(C)c1O	-3%	1%	0%	0.3%	-6%

Bioassay records deposited in PubChem BioAssay by Southern Research Specialized Biocontainment Screening Center.
